High-throughput results (PubChem BioAssay)
Rab9 promoter act: activators of Rab9 promoter. Huh7 Rab9 promoter-luciferase reporter, luminescence, 24 h. Potency, µM (top dose mostly 9.22 µM), without a hit: top-dose activation, negative = inhibition, usual class: activators. 320,000 compounds, 2.8% hits. AID 485297; further: % of control where 0% means no effect; nearly all actives have a fitted effect of over 60% in size
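Cell-based reporter: Huh7 stable for Rab9 promoter-driven luciferase, plated in reduced-serum medium with 10% FBS at 1500 cells/well, compound-treated 24 h at 37 °C, luminescence read after 10 min reagent.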
Gal4-VP16 FLuc: inhibits Gal4-VP16 luciferase reporter, ROR gamma counter-screen | AID 2546 | Drosophila S2 Gal4-VP16 UAS-luciferase, luminescence, 20 h | Potency, µM (doses to about 53.6 µM), for the others: at the highest dose activity, negative = inhibition, hits mostly inhibitors | 310,000 compounds, 3.5% hits;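 further: Gal4-VP16 expression switched on by copper sulfate through the metallothionein promoter; on the % scale 0 is the no-effect control and ±100 the full control effect; nearly all actives have a fitted effect of over 50% in size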
RORg inh: ROR gamma (mouse) transcription inhibition; P51450; Drosophila S2 Gal4-RORgamma UAS-luciferase reporter, 20 h; Potency, µM (highest dose often 53.6 µM), for inactives: top-dose activity change, negative = inhibition, hits mostly inhibitors; 310,000 compounds, 5.4% hits; further: on the % scale 0 is the no-effect control and ±100 the full control effect; nearly all actives have a fitted effect of over 60% in size
Target sequence (P51450 whole entry, looked up, the tested form may be a part): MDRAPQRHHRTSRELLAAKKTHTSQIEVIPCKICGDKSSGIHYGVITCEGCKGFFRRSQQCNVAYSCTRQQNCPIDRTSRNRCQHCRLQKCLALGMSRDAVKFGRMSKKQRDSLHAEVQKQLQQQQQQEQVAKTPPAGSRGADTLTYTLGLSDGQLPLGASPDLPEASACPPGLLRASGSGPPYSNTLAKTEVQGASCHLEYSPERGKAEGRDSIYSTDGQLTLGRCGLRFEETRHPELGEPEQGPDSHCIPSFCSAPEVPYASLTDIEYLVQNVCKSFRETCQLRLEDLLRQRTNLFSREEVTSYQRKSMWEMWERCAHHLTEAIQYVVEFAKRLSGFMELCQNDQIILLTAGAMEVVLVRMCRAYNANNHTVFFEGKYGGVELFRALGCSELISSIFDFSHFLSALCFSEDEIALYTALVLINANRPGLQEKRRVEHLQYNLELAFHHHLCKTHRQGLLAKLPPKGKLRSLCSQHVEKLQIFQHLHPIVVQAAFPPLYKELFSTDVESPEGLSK
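ROR gamma transcriptional activity was tracked as Gal4-UAS luciferase output in stably transfected Drosophila Schneider cells, with compound added 1 hr before 700 uM copper sulfate induction and a 20 hr ambient-temperature incubation.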
uPA surface inh: inhibitors of cell surface uPA generation; cell surface uPA generation assay, qHTS; Potency, µM (top dose mostly 38.3 µM), for inactives: top-dose activity change, negative = inhibition, most hits filed as inhibitors; 330,000 compounds, 0.31% hits; AID 540303; active means well fitted inhibition curve with a large enough effect; inconclusive means small, poorly fitted or top-dose-only effect; inactive means no such curve, though single readings can be large or run the other way; tested in mouse RAW 264.7 cells; further: on the % scale 0 is the no-effect control and ±100 the full control effect; nearly all actives have a fitted effect of over 55% in size
BRCA1 expr act: increases BRCA1 expression | MCF7-BRCA1-FFLuc reporter, luminescence, 48 h; response scale: scaled: vehicle 0%, 10 µM genistein 100% | Potency, µM (highest dose often 46.1 µM), inactives show top-dose activation, actives largely listed as activators | 380,000 compounds, 1.1% hits; further: nearly all actives have a fitted effect of over 80% in size; some results filed as inactive show a strong effect at the top dose
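First, MCF7-BRCA1-FFLuc cells (2000/well) attach for 2 h; next, compounds are pin-added and incubated 48 h at 37 °C; finally, luciferase reagent is added and luminescence read after 15 min.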
ELG1 genotoxic: induces genotoxicity in HEK293T cells with luciferase-tagged ELG1 | HEK293T ELG1-luciferase reporter, luminescence, 16 h | Potency, µM (doses to about 46 µM), for the others: top-dose activity change, positive = activation, most hits filed as activators | 330,000 compounds, 1.3% hits | AID 504466; further: % of control where 0% means no effect; nearly all actives have a fitted effect of over 60% in size
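Luminescence read-out: rising ELG1-luciferase signal, reflecting elevated ELG1 protein under genetic stress, flags genotoxic compounds. Cells were treated for 16 hr at 37 °C before ONE-Glo detection.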
MBNL1-CUG inh: MBNL1-poly(CUG) RNA binding inhibition; Potency, µM (doses to about 57.5 µM), for the others: top-dose activity change, negative = inhibition, hits mostly inhibitors; AID 2675; 280,000 compounds, 0.036% hits; Q9NR56; TR-FRET MBNL1-His/biotin-(CUG)12 binding, 665/545 ratio; active means well fitted inhibition curve with a large enough effect in the signal ratio, with a control signal flat, not every such curve was filed as active; inconclusive means small, poorly fitted or top-dose-only effect, or effect the other way, or a change in a side signal; inactive means no such curve, though single readings can be large or run the other way; the % refers to the signal ratio; further: on the % scale 0 is the no-effect control and ±100 the full control effect
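Inhibition of protein-RNA binding appears as loss of TR-FRET between terbium anti-His antibody on MBNL1-His and streptavidin-XL665 on biotin-(CUG)12. Activity is normalized to buffer-only and uninhibited-complex controls.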
FLuc counter: firefly luciferase modulation, counter-screen for miR-21 project. Potency, µM (doses to about 57.5 µM), for inactives: at the top dose activity change, negative = inhibition, hits mostly inhibitors. P08659. purified FLuc, Km substrates, luminescence inhibition. 360,000 compounds, 6.9% hits;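 further: plate controls were vehicle for no effect and reference inhibitor for full effect; nearly all actives have a fitted effect of over 55% in size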
Target sequence (P08659 whole entry, looked up): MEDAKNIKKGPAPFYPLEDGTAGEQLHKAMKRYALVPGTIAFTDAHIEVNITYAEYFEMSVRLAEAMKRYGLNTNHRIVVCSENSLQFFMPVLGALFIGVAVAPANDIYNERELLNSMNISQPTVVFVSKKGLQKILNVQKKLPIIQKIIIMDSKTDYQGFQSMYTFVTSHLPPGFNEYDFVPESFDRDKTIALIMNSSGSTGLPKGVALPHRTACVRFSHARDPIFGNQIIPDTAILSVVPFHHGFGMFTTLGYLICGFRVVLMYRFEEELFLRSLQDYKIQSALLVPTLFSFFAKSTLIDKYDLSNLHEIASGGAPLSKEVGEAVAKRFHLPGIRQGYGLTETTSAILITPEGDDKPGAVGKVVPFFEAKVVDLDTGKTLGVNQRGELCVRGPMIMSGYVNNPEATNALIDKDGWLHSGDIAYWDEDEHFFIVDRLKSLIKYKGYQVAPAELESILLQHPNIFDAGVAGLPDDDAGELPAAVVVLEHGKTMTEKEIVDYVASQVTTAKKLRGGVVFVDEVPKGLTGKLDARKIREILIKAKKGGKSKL
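Purified P. pyralis luciferase (10nM final) with 10uM D-luciferin and 10uM ATP (Km levels) in 50mM Tris acetate pH 7.5, 10mM Mg acetate, 0.01% Tween-20, 0.05% BSA; qHTS 6-point titration, ~60 µM downward; luminescence read.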
NPC1 prom act: activators of NPC1 promoter; Huh7 NPC1 promoter luciferase reporter, 24 h; Potency, µM (series often up to 9.22 µM), without a hit: at the highest dose activation, actives largely listed as activators; 320,000 compounds, 2.4% hits; AID 485313;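 further: % of control where 0% means no effect; nearly all actives have a fitted effect of over 60% in size; reporter is driven by a mutant NPC1 promoter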
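Huh7 reporter cells (NPC1 promoter driving luciferase) are dosed with compound for 24 h at 37 °C, 5% CO2; luciferase detection reagent is then added and luminescence measured after 10 min at ambient temperature.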
p53 reactivator: restores transcriptional activity of mutant p53; H1299 p53-A138V BP100-luciferase reporter, luminescence, 24 h; AID 504706; Potency, µM (titrated, usually from 92.2 µM), for inactives: at the top dose activity change, positive = activation, usual class: activators; 320,000 compounds, 0.063% hits; further: % of control where 0% means no effect; nearly all actives have a fitted effect of over 45% in size
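p53-null H1299 cells stably carrying temperature-sensitive p53-A138V and a BP100-luciferase reporter were pinned with compounds (4-point, 1:5 series) and held 24 hrs at 37 deg C. Luminescence was read 10 min after detection reagent.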
The depositor's hits bear a star; ? = inconclusive; / = no result given; [ ] = dose if it differs, or a comment. Unless noted, the call rests on the fitted dose curve; in most records, active means well fitted curve in the direction sought with a large enough effect; inconclusive means small, poorly fitted or top-dose-only effect, or another doubt; inactive means no such curve, though single readings can be large; an effect the other way counts as inactive or inconclusive. Potency means the concentration at half of the fitted maximal effect.

| Compound | MBNL1-CUG inh | Gal4-VP16 FLuc | ELG1 genotoxic | Rab9 promoter act | BRCA1 expr act | p53 reactivator | FLuc counter | NPC1 prom act | uPA surface inh | RORg inh |
| --- | --- | --- | --- | --- | --- | --- | --- | --- | --- | --- |
| O=C(NCc1ccc2c(c1)OCO2)C(=O)NCC1CCCO1 (stereo not given) | -8% | 0%[10 µM] | -8% | -5% | 0% | 2% | 0% | -1% | -3% | 1% |
| CCCNC(=O)NC(C(=O)OC)C12CC3CC(CC(C3)C1)C2 (stereo not given) | 5% | / | 6% | 2% | -14% | -5% | 4% | -2% | 9% | -3%[0.365 µM] |
| COc1cc(C(=O)NCCc2ncccc2C)ccc1OC1CCN(C(C)=O)CC1 | -4% | 9% | 3% | 25% | 15% | -1% | -2% | -2% | -4% | -9% |
| CON(C)C(=O)CC1(CN(Cc2ccccc2)C(=O)OC(C)(C)C)CCCCC1 | / | / | -5% | / | -21% | 1% | / | / | -4% | / |
| O=C(O)C1CCC(CN(Cc2cccc(Br)c2)C(=S)Nc2ccccc2F)CC1 (stereo not given) | -14% | -5% | -1% | -3% | 25% | 0% | -17% | -8% | -5% | 18% |
| COc1ccc(Cc2nnc(NC(=O)c3ccccc3[N+](=O)[O-])s2)cc1 | ? | 2% | 2% | -4% | 21% | -2% | -17% | -4% | 14% | -2% |
| CCOC(=O)c1ccc(OS(=O)(=O)c2ccccc2)c(OC)c1 | ? | 14% | ? | 2.8µM* | 5.6µM* | ? | 7.6µM* | 2.8µM* | -14% | 3% |
| Cc1ccc(S(=O)(=O)N2CCCCC2)cc1NC(=O)CNc1ccc(C(F)(F)F)cc1 | / | / | 16% | -3% | -34% | -5% | -17% | -3% | -1% | / |
| Nc1nc(SCC(=O)C23CC4CC(CC(C4)C2)C3)n[nH]1 | -1% | 4% | -1% | 5% | -19% | 1% | -2% | 2% | 2% | -1% |
| CC1CCCCC1NC(=O)CCN1C(=O)C2C3C=CC(C3)C2C1=O (stereo not given) | 1% | 2% | 1% | -10% | 9% | 10% | 0% | 0% | 4% | 16% |
| O=C(CCSc1ccccc1)N1CCOCC1 | -19% | ? | 8.2µM* | 2.8µM* | ? | 18% | 19µM* | 2.8µM* | 2% | ? |
| CCOC(=O)c1c(-c2ccc(C)cc2)csc1NC(=O)c1cccc(N2C(=O)CCC2=O)c1 | / | -3% | 5% | 3% | -6% | 1% | 0% | -7% | 4% | -9% |
| CCN(CC(=O)Nc1cc(S(=O)(=O)N2CCOCC2)ccc1C)Cc1ccccc1 | / | / | -1% | -16% | -29% | -7% | 1% | -5% | 2% | / |
| COc1c(F)c(F)c(C(=O)O)c(Nc2ccc(C)cc2C)c1F | -15% | 22% | 23% | -4% | -5% | -1% | ? | -3% | 3% | 1% |
| Cc1cc(C)n2nc(CCCO)nc2n1 | 1% | -2% | 0% | -2% | -12% | -2% | 1% | 2% | -13% | 0% |
| O=C(NC1CCCc2ccccc21)c1ccccc1Cl (stereo not given) | -3% | -7% | 0% | -3% | 20% | -9% | 8% | -4% | / | 29% |
| Cc1cc(C)cc(NC(=S)N(CCCN2CCN(C)CC2)Cc2cccs2)c1 | -4% | ? | 24% | 1% | -19% | 7% | -1% | -2% | 9% | 35% |
| CN(C(=O)COC(=O)c1ccccc1C(=O)N(C)c1ccccc1)c1ccccc1 | -7% | -1% | 1% | 1% | -3% | -4% | 0% | -5% | 2% | ? |
| Cn1ncc2c(NCc3cccc(C(F)(F)F)c3)c(C(=O)O)cnc21 | -1% | 7% | 2% | 2% | / | 1% | -18% | -3% | / | -2% |
| Cc1cccc(Nc2ncnc(N)c2[N+](=O)[O-])n1 | ? | 0% | -16% | -2% | 55% | -9% | 1% | -3% | 7% | -13% |
| COc1ccccc1NC(=O)CSc1nnc(CNC(=O)c2cccs2)o1 | 0% | -6% | -3% | 20% | -20% | -1% | -1% | 2% | 1% | -6% |
| COc1ccccc1C(=O)NCC(=O)N1CCN(C/C=C/c2ccccc2)CC1 | / | / | -1% | / | -22% | 0% | / | / | 0% | / |
| CCOc1cc(C(=O)NCc2ccc(-c3nc4ccccc4o3)cc2)cc(OCC)c1OCC | -9% | 12% | 2% | -15% | 4% | 10% | 1% | -7% | / | 8% |
| CCC(=O)Nc1cc(-c2nnc(OC)c3ccccc23)ccc1N1CCOCC1 | 4% | -1% | 3% | -4% | -17% | -2% | 3% | 1% | 2% | 4% |
| CCOc1ccc(C(=O)c2nc3c(n2O)CCCC3)cc1 | ? | 3% | 7% | -1% | 44% | ? | 2% | 19% | 1% | ? |
| O=C(Cn1cnc2ccccc21)Nc1cc(C(F)(F)F)ccc1N1CCOCC1 | -17% | 1% | -2% | -3% | 1% | -12% | 1% | -3% | 1% | 9% |
| CC(C)OCCCNC(=O)CNC(=O)c1cccs1 | -1% | -8% | 1% | 6% | 4% | ? | 0% | -5% | 6% | 17% |
| Cc1[nH]c2ccccc2c1C(=O)CN1CCN(C/C=C/c2ccccc2)CC1 | -6% | -7% | -5% | -12% | -34% | -38%[inhibitor] | -5% | 0% | 5% | 6% |
| Nc1nc(Nc2cccc(Cl)c2)nc(NCc2ccco2)c1[N+](=O)[O-] | / | 21% | 7% | 0% | -68% | 4% | ? | -2% | 0% | ? |
| COc1ccccc1-n1c([S-])c(C(=O)Nc2ccccc2C(F)(F)F)[n+]2ccc(C(=O)NCCO)cc12 | 4% | -4% | 3% | 8% | 7% | 7% | -8% | 0% | -7% | 6% |
| CCOc1ccc2c(c1)c1nnc(SCC3CCCO3)nc1n2C (stereo not given) | ? | -2% | 3% | 8% | -57% | 3% | -18% | 1% | -4% | 17% |
| CCOC(=O)c1c(S(=O)(=O)N2c3ccccc3CC2C)c(C)n(C)c1C (stereo not given) | 1% | 12% | -2% | -5% | -21% | -20% | -1% | 2% | 0% | -12% |
| CCOC(=O)C1CCCN(CCC(=O)Nc2ccccc2C)C1 (stereo not given) | -8% | -8% | 0% | -4% | -5% | -3% | 0% | 0% | 21% | 3% |
| CC1CCN(c2c(NCC3CCC(C(=O)NCc4ccccc4)CC3)c(=O)c2=O)CC1 (stereo not given) | -22% | -8% | -1% | -2% | -1% | -4% | 0% | -2% | -16% | -6% |
| CC12CS(=O)(=O)CC1SC(=S)N2c1ccccn1 (stereo not given) | 2% | 1% | 1% | -2% | 7% | -5% | 3% | -4% | -1% | -24% |
| CCCc1ncc(C(O)(c2ccccc2)c2ccc(C)cc2)n1C (stereo not given) | 2% | 5% | -1% | 2% | -14% | -8% | -3% | -2% | -2% | ? |
| O=[N+]([O-])c1cccc(/C=C/c2nc(C=Nc3ccc4ccccc4c3)c(O)o2)c1 | -1% | -5% | ? | 6% | -1% | 10% | -2% | -3% | / | 1% |
| Fc1ccc(-n2nnc(-c3cnc4ccccc4c3)n2)cc1 | 6% | ? | 0.23µM* | 0.1µM* | ? | -11% | 0.13µM* | ? | ? | -43% |
| Cn1c(/C=C/c2ccccc2)nc2ccccc2c1=O | 10% | 18% | 5% | ? | -12% | ? | ? | ? | -13% | 11% |
| Cc1cc2c(cc1C)NC(CC(=O)NCc1ccccc1)C(=O)N2 (stereo not given) | ? | 28% | 16% | 21% | 45% | ? | ? | 19% | / | -15% |
| CN(C)c1ccc(C2Nc3ccccc3C(=O)N2NS(=O)(=O)c2ccccc2)cc1 (stereo not given) | 6% | -2% | 6% | -2% | 2% | -1% | -5% | 0% | -2% | 32% |
| O=C(COc1ccccc1[N+](=O)[O-])Nc1cccc(Cl)c1N1CCOCC1 | 10% | ? | -22% | -7% | -74% | -41%[inhibitor] | 1% | -6% | 10µM* | ? |
| Cc1cccc(-c2nnc(SCC(=O)N3c4ccccc4CCc4ccccc43)n2C)c1 | / | -2% | -7% | -9% | -74%[inhibitor] | -5% | 3% | 0% | -15% | -1%[10 µM] |
| CCCCOc1ccc(C(=O)NCC(=O)N2CC(C)CC(C)C2)cc1 (stereo not given) | / | / | -3% | -3% | -4% | -12% | -2% | -2% | 14% | / |
| Cc1ccc(S(=O)(=O)NCc2ccc(C(=O)N3CCc4ccccc4C3)cc2)cc1 | / | 0% | -2% | -5% | -46% | -8% | -2% | -6% | 2% | 21% |
| CN1CCN(CCCNC(=O)c2ccc(CS(=O)(=O)c3ccc(Br)cc3)o2)CC1 | 5% | -2% | 2% | 3% | 0% | 6% | 1% | 0% | -3% | 48% |
| COc1ccc(Cn2c(=O)sc3ccccc3c2=O)cc1 | -3% | -7% | 3% | 18% | 0% | -3% | -18% | 2% | 0% | 10% |
| COc1ccc(NC(=O)CN(C)C(=O)C2=NN(c3ccccc3)C(=O)CC2)cc1 | / | / | -1% | -3% | 9% | 5% | 3% | -3% | 8% | / |
| Cc1ccccc1S(=O)(=O)N1CC(C(=O)O)=CC[C@H]1c1ccc(Cl)cc1 | / | / | 2% | -5% | 8% | -3% | 4% | -1% | -1% | / |
| Cc1cccc(C(=O)Nc2sc(C(=O)N3CCCC3)c(C)c2C#N)c1 | 0% | 5% | -8% | -4% | -9% | -1% | -18% | -2% | 4% | 17% |
| Cc1ccc(NC(=O)CSc2nnc(Cc3ccccc3)o2)cc1 | -9% | 7% | -2% | 0% | 45% | 2% | -7% | -2% | 2% | 0% |
| Cc1ccc(Nc2c([N+](=O)[O-])c(=O)n(C)c3ccccc23)cc1 | ? | -1% | -3% | 1% | -39% | 0% | ? | -5% | -5% | -17% |
